Source: PubChem BioAssay
N370S GC = qHTS Assay for Inhibitors and Activators of N370S glucocerebrosidase as a Potential Chaperone Treatment of Gaucher Disease. 0.092% of 330,000 active. AID 2101, 2009. Lysosomal acid glucosylceramidase (Homo sapiens), P04062. N370S GC spleen homogenate, 4MU-glucoside fluorescence. Potency, µM (highest dose often 59.4 µM), inactives show at the top dose activity change, negative = inhibition, usual class: inhibitors;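 also: 0% = full enzyme activity and -100% = no enzyme basal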
TDP1 block = qHTS Assay for Inhibitors of Tyrosyl-DNA Phosphodiesterase (TDP1); recombinant TDP1, AlphaScreen DNA substrate cleavage; Tyrosyl-DNA phosphodiesterase 1 (Homo sapiens), Q9NUW8; Potency, µM (highest dose often 130 µM), without a hit: top-dose activity change, negative = inhibition, most hits filed as inhibitors; 0.28% of 350,000 active; also: nearly all actives have a fitted effect of over 40% in size
Target sequence (Q9NUW8 whole entry, looked up): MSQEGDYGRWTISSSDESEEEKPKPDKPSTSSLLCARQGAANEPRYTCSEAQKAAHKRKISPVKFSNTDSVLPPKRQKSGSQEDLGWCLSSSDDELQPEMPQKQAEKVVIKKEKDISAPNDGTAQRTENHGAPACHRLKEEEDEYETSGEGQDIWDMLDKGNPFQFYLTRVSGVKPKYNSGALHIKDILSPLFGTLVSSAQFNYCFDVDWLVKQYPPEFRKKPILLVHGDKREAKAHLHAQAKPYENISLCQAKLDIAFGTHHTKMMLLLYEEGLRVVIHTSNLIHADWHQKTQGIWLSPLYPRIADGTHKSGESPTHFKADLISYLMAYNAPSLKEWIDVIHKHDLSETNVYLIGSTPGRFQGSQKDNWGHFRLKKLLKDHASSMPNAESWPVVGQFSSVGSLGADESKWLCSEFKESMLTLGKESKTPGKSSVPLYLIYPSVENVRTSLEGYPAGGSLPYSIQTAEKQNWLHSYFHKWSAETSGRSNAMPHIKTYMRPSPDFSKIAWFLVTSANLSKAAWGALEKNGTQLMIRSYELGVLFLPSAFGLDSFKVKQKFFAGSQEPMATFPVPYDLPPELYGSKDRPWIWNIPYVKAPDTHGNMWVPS
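Recombinant human Tdp1 (E. coli-expressed, 1 nM final) preincubated with compounds 15 min at room temperature, then 5'-biotin/3'-phosphotyrosine-FITC DNA substrate (15 nM final) added for 5 min. AlphaScreen beads (10 ug/ml final) added 10 min; cleavage lowers signal.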
FEN1 inhibitor = qHTS Assay for the Inhibitors of Human Flap endonuclease 1 (FEN1); Potency, µM (titrated, usually from 114 µM), for inactives: at the highest dose activity change, negative = inhibition, most hits filed as inhibitors; AID 588795, 2011; 0.35% of 390,000 active; Recombinant FEN1 flap cleavage, fluorescence, 15 min; P39748; also: nearly all actives have a fitted effect of over 65% in size
Target sequence (P39748 whole entry, looked up): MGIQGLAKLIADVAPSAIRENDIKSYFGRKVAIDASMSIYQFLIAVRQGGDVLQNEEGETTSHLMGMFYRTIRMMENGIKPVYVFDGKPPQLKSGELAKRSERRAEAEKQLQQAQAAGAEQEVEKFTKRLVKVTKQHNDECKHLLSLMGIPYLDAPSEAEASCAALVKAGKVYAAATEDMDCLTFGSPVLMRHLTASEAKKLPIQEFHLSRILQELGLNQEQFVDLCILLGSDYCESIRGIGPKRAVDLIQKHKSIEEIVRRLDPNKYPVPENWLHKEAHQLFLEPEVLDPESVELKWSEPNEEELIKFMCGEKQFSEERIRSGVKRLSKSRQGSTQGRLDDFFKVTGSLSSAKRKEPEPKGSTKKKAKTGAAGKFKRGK
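FEN1 at 10 nM preincubated with compounds 15 min at room temperature, then flap DNA substrate added at 50 nM final. Signal read at 0 and 15 min; concentration-response fitted with four-parameter Hill equation.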
Starred values were filed as active, the others as inactive; ? = inconclusive; . = not tested or not shown; [ ] = remark or other dose. Calls follow the shape of the dose curve; as a rule, active = well fitted curve in the direction sought with a large enough effect; inconclusive = small, poorly fitted or top-dose-only effect, or another doubt; inactive = no such curve, though single readings can be large; an effect the other way counts as inactive or inconclusive. Unless noted, % is scaled to controls: 0 for no effect and ±100 for the full control effect; potency is read from the fitted curve at half-maximal effect.

[1] CC(C)c1nc(SCC(=O)Nc2cccc(C(F)(F)F)c2)c2c(=O)n(C)c(=O)n(C)c2n1
[2] COc1ccc(-c2nnc3n(CCc4ccccc4)c(=O)c4ccccc4n23)c(OC)c1
[3] CCOc1ccc(S(=O)(=O)N2CCN(c3ccc(OC)cc3)CC2)c2cccnc12
[4] COc1ccc(C(=O)CCN2CCN(c3ccc(OC)cc3)CC2)cc1
[5] COc1ccc2c(c1)O[C@H](c1ccc3c(c1)OCO3)[C@@H](OC(=O)NC1CCCC1)C2=O
[6] CCS(=O)(=O)N1CCN(C(=O)c2ccccc2)CC1
[7] O=C(CCn1c(=O)oc2ccccc21)Nc1ccc(N2CCOCC2)cc1
[8] CCOC(=O)C1=C(c2ccccc2)NC(SCC(N)=O)=C(C#N)C1c1cccnc1 (stereo unspecified)
[9] O=c1c2ccccc2oc2cc(OCc3cccc(F)c3)cc(O)c12
[10] O=C(NCc1ccccn1)c1nnc(Cc2ccc(Cl)cc2)o1

compound no.	1	2	3	4	5	6	7	8	9	10
FEN1 inhibitor	0.1%	-9.2%	-5.9%	-3.5%	.	-17.0%	-12.8%	-0.2%	-2.3%	-1.5%
N370S GC	-6.1%	-5.6%	-9.6%	3.3%	4.0%	.	-12.3%	-2.1%	10.9%	14.9%
TDP1 block	-2.6%	2.7%	3.9%	.	4.4%	1.1%	11.4%	3.6%	.	2.6%

[11] Cn1cc(C(=O)N/N=C/c2c(O)ccc3ccccc23)ccc1=O
[12] CCN1CCN(C(=O)c2ccc(CN(c3ccc(C)c(C)c3)S(C)(=O)=O)cc2)CC1
[13] O=C(CN1C(=O)CCSc2ccc(S(=O)(=O)N3CCCC3)cc21)NCc1ccccc1Cl
[14] COc1ccc(NC(=O)C(c2ccccc2)N2CCN(c3ccccn3)CC2)cc1Cl (stereo unspecified)
[15] COc1ccc(NC(=O)N(C)C[C@H]2Oc3c(NC(=O)Nc4ccc5c(c4)OCO5)cccc3C(=O)N([C@H](C)CO)C[C@@H]2C)cc1
[16] Oc1ccc(-c2nccc(-c3ccc(F)cc3)n2)cc1
[17] Cc1ccc(CNC(=O)Cc2c(C)c3cc4c(C)coc4cc3oc2=O)cc1
[18] CCOC(=O)/C(C#N)=C/c1c(N2CCN(c3ccccc3)CC2)nc2c(C)cccn2c1=O
[19] Cc1ccc(N2CCC(N3CCN(C)C(CCO)C3)CC2)cc1 (stereo unspecified)
[20] O=C(NC1CCCCC1)NC1CCCCC1

compound no.	11	12	13	14	15	16	17	18	19	20
FEN1 inhibitor	-4.8%	3.0%	4.0%	6.5%	12.0%	-4.8%	12.1%	-21.5%	4.1%	.
N370S GC	12.2%	-5.3%	-1.5%	-8.7%	.	-8.9%	.	-13.9%	9.4%	8.8%
TDP1 block	8.1%	0.0%	-3.5%	3.8%	4.4%	.	7.0%	.	3.3%	-10.2%[56.1 µM]

[21] COc1ccc(C(=O)/C=C/c2ccc(OC(=O)c3cc(OC)c(OC)c(OC)c3)cc2)cc1
[22] CCCCNCC(O)(c1ccc(Cl)cc1)c1ccc(Cl)cc1
[23] COc1cccc(NC(=O)N2C3CCCC2CC(NC(=O)C2CC2)C3)c1 (stereo unspecified)
[24] CN(C)CC(=O)Nc1ccc2cn[nH]c2c1
[25] Cn1c(SCC(=O)NC2CCCC2)nnc1C(F)(F)F
[26] O=C(NCc1ccco1)c1ccc(=O)oc1
[27] CC(=C/C=C/C(C)=C/C=C/C=C(C)/C=C/C=C(C)/C=C/C(=O)O)/C=C/C(=O)O
[28] CN(C)CCCOC(=O)N1c2ccccc2C=Cc2ccccc21
[29] O=C(CN1C(=O)COc2ccccc21)Nc1ccc(F)cc1
[30] COc1ccccc1C(=O)NCCC(=O)NCCC12CC3CC(CC(C3)C1)C2

compound no.	21	22	23	24	25	26	27	28	29	30
FEN1 inhibitor	-14.4%	5.8%	-13.7%	8.1%	15.2%	6.2%	.	-8.8%	18.1%	-9.6%
N370S GC	-3.4%	-2.6%	-3.7%	-4.1%	.	-2.3%	13.0%	-11.6%	-13.4%	3.5%
TDP1 block	7.2%	2.9%	6.2%	.	0.6%	-1.0%	-5.9%	.	3.7%	1.2%

Ordered by SMILES length (ascending): 5 of the compounds above
[26] O=C(NCc1ccco1)c1ccc(=O)oc1
[24] CN(C)CC(=O)Nc1ccc2cn[nH]c2c1
[25] Cn1c(SCC(=O)NC2CCCC2)nnc1C(F)(F)F
[28] CN(C)CCCOC(=O)N1c2ccccc2C=Cc2ccccc21
[23] COc1cccc(NC(=O)N2C3CCCC2CC(NC(=O)C2CC2)C3)c1 (stereo unspecified)

compound no.	26	24	25	28	23
FEN1 inhibitor	6.2%	8.1%	15.2%	-8.8%	-13.7%
N370S GC	-2.3%	-4.1%	.	-11.6%	-3.7%
TDP1 block	-1.0%	.	0.6%	.	6.2%

(further entries)
[31] COc1ccccc1Oc1ccc(N/C=C/C(=O)c2ccco2)cc1
[32] O=C1CCCCC1Sc1nnc(-c2ccc3c(c2)OCO3)o1 (stereo unspecified)
[33] CC(C)(C)c1ccc(C(=O)NNC(=O)c2ccccc2Br)cc1
[34] NS(=O)(=O)c1ccc(CCNC(=O)C(=O)NCC2OCCN2S(=O)(=O)c2ccc(Cl)cc2)cc1 (stereo unspecified)
[35] CCN(CC)c1ccc(/C=N/N2CCN(c3ccccn3)CC2)cc1
[36] Cc1cc(=O)oc2cc(OCc3ccc(C(=O)N4CCN(c5ccc([N+](=O)[O-])cc5)CC4)cc3)ccc12
[37] COc1ccc(-c2nnc(SCC(C)C)o2)cc1
[38] O=C(NCC1CCCO1)C1CCCN(S(=O)(=O)c2ccc(Br)cc2)C1 (stereo unspecified)
[39] NC(=O)N[C@H]1NC(=O)NC1=O
[40] N#CC1=C(N)Nc2ncnn2C1c1ccc([N+](=O)[O-])cc1 (stereo unspecified)

compound no.	31	32	33	34	35	36	37	38	39	40
FEN1 inhibitor	-11.2%	15.4%	0.0%	23.0%	-10.3%	16.7%	-5.3%	19.0%	.	-4.5%
N370S GC	1.4%	8.5%	0.7%	0.7%	-6.4%	-7.8%	4.7%	-3.4%	12.0%[21.6 µM]	-18.8%
TDP1 block	0.0%	2.9%	8.4%	.	8.2%	2.7%	5.0%	1.3%	8.7%[21 µM]	.

[41] Cc1ccc(OCC(=O)Nc2nnc(-c3ccco3)s2)cc1
[42] CCOc1ccccc1CN1CCC(N2CCOCC2)CC1
[43] CCC(=O)Nc1ccc(N2CCN(C(=O)c3ccco3)CC2)c(Cl)c1
[44] COc1ccc(NS(=O)(=O)c2ccc(-c3coc(C)n3)cc2)cc1OC
[45] CCC(C(=O)Nc1cc(C(F)(F)F)ccc1Cl)n1nc(C)c2sc3ccccc3c2c1=O (stereo unspecified)
[46] O=C(NCc1ccc2c(c1)OCO2)NC1CCCCC1
[47] CCOC(=O)c1c(C)[nH]c(C)c1C(=O)COC(=O)c1cccc(C)c1O
[48] Cn1c(SCC(N)=O)nc2c([nH]c3ccccc32)c1=O
[49] Fc1ccc(NC(=S)N2CCCN(c3ccc(C(F)(F)F)cn3)CC2)c(F)c1
[50] O=C(NCCOC(=O)c1ccccc1C(=O)OCCNC(=O)c1cccnc1)c1cccnc1

compound no.	41	42	43	44	45	46	47	48	49	50
FEN1 inhibitor	0.8%	-15.4%	-3.6%	1.2%	-7.0%	1.9%	-20.0%	-10.5%	-5.3%	-11.1%
N370S GC	1.2%	6.0%	-5.2%	-16.1%	.	-1.6%	-4.5%	.	13.1%	1.3%
TDP1 block	-10.5%	.	2.6%	2.3%	5.7%	0.0%	-1.9%	4.4%	0.0%	-0.7%

[51] O=C(Nc1ccc2ccccc2c1)c1cccc(F)c1
[52] CC(=O)c1cccc(NC(=O)COC(=O)CCNS(=O)(=O)c2ccccc2)c1
[53] CC(C)(C)c1ccc(-n2ncc3c2CCCC3NC(=O)CCCn2cncn2)cc1 (stereo unspecified)
[54] Cc1ccc(N2CC(C(=O)NCc3cccnc3)CC2=O)cc1 (stereo unspecified)
[55] COc1ccc(Cl)cc1NC(=O)c1ncn(-c2ccccc2)n1
[56] O=C(CSc1ncnc2sc3c(c12)CCCC3)N1CCC(c2noc3ccc(F)cc23)CC1
[57] C=CCOC(=O)C(=O)/C=C/c1c(C)n(C)n(-c2ccccc2)c1=O
[58] O=C(c1ccccc1S(=O)(=O)NCc1ccccc1)N1CCCCC1
[59] COCC1CCCN(Cc2nc(Cc3ccccc3)no2)C1 (stereo unspecified)
[60] Cc1ccc(C)c(NC(=O)COc2cccc3c2CCN(Cc2ccccc2)C3=O)c1

compound no.	51	52	53	54	55	56	57	58	59	60
FEN1 inhibitor	11.2%	-3.0%	-11.7%	0.8%	9.7%	-1.5%	1.0%	-11.2%	5.4%	2.2%
N370S GC	3.2%	.	7.3%	-0.7%	.	-0.2%	-5.7%	7.6%	-0.2%	3.2%
TDP1 block	6.8%	0.3%	.	2.2%	-5.0%	8.0%	5.1%	3.9%	-2.5%	-5.7%

From entry 52 up to 53, as listed above:
[52] CC(=O)c1cccc(NC(=O)COC(=O)CCNS(=O)(=O)c2ccccc2)c1
[53] CC(C)(C)c1ccc(-n2ncc3c2CCCC3NC(=O)CCCn2cncn2)cc1 (stereo unspecified)

compound no.	52	53
FEN1 inhibitor	-3.0%	-11.7%
N370S GC	.	7.3%
TDP1 block	0.3%	.

(more compounds)
[61] COc1cc2c(cc1NC(=O)COC(=O)[C@@H](NC(=O)c1ccccc1F)C(C)C)oc1ccccc12
[62] COc1cccc(OCc2cc(/C=N/NC(=O)c3nc(Cl)c(Cl)c(N)c3Cl)ccc2OC)c1
[63] O=[N+]([O-])c1cccc(-c2ccc3nnc(SCc4ccccn4)n3n2)c1
[64] Cc1ccc([N+](=O)[O-])cc1NC(=O)CN1CCC(C)CC1
[65] CCc1nnc(NS(=O)(=O)c2ccc(NC(=O)c3ccccc3)cc2)s1
[66] O=C(CSc1cccc2cccnc12)OCC(=O)c1ccccc1
[67] O=C1NC(=O)C2C1C(c1ccc([N+](=O)[O-])cc1)=NN2Cc1ccccc1 (stereo unspecified)
[68] CCCSc1nc(C)c(-c2csc(C(C#N)=C3CCCC3)n2)cc1C#N
[69] COc1ccc(NC2CCCN(Cc3cccc4cnccc34)C2)cc1 (stereo unspecified)
[70] COc1ccc(-c2nc3ccccc3n2Cc2ccc(C(C)C)cc2)cc1

compound no.	61	62	63	64	65	66	67	68	69	70
FEN1 inhibitor	16.7%	0.3%	2.8%	-10.5%	-4.6%	-2.8%	-19.3%	-18.5%	11.0%	-7.1%
N370S GC	?	.	-0.8%	-5.7%	-5.4%	17.9%	0.6%	24.8%	-3.3%	.
TDP1 block	-2.6%	0.0%	-1.2%	2.0%	-3.1%	6.0%	2.7%	-5.9%	.	4.5%

[71] O=C(COc1ccccc1)Nc1ccc(N2CCN(C(=O)c3ccco3)CC2)cc1
[72] Cc1cc([N+](=O)[O-])nn1CC(=O)NCCCN1CCOCC1
[73] COc1ccc2cc1Oc1ccc(cc1)CC1c3cc(c(OC)cc3CCN1C)Oc1c(OC)c(OC)c(OC)c3c1C(C2)N(C)CC3 (stereo unspecified)
[74] COc1ccc(S(=O)(=O)N2CCN(c3nn(C)c(=O)n(C)c3=O)CC2)cc1
[75] COCCNc1nc2c(-c3cccc(C(F)(F)F)c3)nnn2c2ccccc12
[76] Cc1ccc(-n2nc3c(N4CCC(C(=O)NC5CCC(C)CC5)CC4)nnc(C)c3c2C)cc1 (stereo unspecified)
[77] Cc1ccc(NC(=O)CSc2nnc(NC(=O)NC3CCCCC3)s2)cc1
[78] CCCCNC(=O)N(O)C1N(/N=C/c2ccc(N(C)C)cc2)C(=S)SC1(C)C (stereo unspecified)
[79] O=C1C(Cl)=C(Nc2cccc(O)c2)C(=O)N1Cc1ccccc1
[80] Cc1cc(C)nc(SCNC(=O)c2ccccc2)n1

compound no.	71	72	73	74	75	76	77	78	79	80
FEN1 inhibitor	0.0%	-3.1%	.	12.6%	8.2%	-8.5%	-13.1%	12.1%	10.5%	3.6%
N370S GC	21.4%	-5.7%	-10.0%	.	-6.3%	.	.	-8.4%	-5.3%	2.5%
TDP1 block	2.6%	-5.0%	17.4%	-0.3%	.	0.0%	-5.2%	.	0.0%	2.6%
